Apaf-1 inh: human Apaf-1 inhibition | O14727 | reconstituted apoptosome caspase-3 activity, DEVD-Rh110 fluorescence | inhibition, % at 20 µM | hit rate 0.71% among 330,000 | AID 489030; active = inhibition of at least 40% at 20 µM;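 also: plate controls were DMSO wells for no effect and DEVD-CHO caspase inhibitor wells for full effect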
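Material: biochemical Apaf-1 apoptosome reconstitution. Medium: Hepes buffer, pH 7.5. Also added: cytochrome c activation, bis-DEVD rhodamine 110 substrate. Timing: 30 min compound preincubation, 50 min activation, room temperature. Measured by: rhodamine 110 fluorescence at Ex 480/Em 540 nm.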
hIAP activ: increases human intestinal alkaline phosphatase activity; hit rate 0.16% among 330,000; purified human IAP, CDP-Star luminescence, 30 min; active compounds read high; 1 = vehicle-only enzyme, 0 = enzyme-free background; activation factor at 10 µM;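 active = activation factor of the enzyme at least 2-fold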; also: the source names both 10 and 20 µM as test concentration; values of inactives mirror those of a sister screen read the other way
Target sequence (P09923 whole entry, looked up): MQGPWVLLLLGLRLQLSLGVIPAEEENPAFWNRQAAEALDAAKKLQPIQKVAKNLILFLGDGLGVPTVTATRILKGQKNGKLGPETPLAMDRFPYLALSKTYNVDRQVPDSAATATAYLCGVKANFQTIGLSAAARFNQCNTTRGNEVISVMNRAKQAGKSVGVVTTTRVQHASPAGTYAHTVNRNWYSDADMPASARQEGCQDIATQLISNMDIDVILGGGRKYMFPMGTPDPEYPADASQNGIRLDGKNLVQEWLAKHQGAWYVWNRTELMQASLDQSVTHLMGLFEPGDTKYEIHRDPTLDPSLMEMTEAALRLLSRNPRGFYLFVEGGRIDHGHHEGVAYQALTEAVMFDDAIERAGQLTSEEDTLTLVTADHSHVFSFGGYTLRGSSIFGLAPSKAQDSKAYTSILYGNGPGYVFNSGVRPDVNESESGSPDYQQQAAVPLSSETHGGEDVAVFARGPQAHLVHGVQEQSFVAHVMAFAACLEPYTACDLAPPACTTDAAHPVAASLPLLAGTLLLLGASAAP
TIM10 inh: growth inhibitors of TIM10 yeast strain | S. cerevisiae TIM10 strain growth, BacTiter-Glo luminescence, 24 h | inhibition, % at 10 µM | hit rate 1.4% among 330,000 | AID 463195;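 active = inhibition of 40% or more at the single tested concentration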;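 also: wild-type TIM10 isogenic control strain grown at permissive 25 °C; 0% = DMSO yeast wells and 100% = minimal medium wells without yeast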
hIAP block: human IAP inhibition; inhibition, % at 10 µM; purified IAP, CDP-Star luminescence, 30 min; AID 2544; P09923; hit rate 0.12% among 330,000;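 active = inhibition reaching a set limit with compound at 10 µM in the primary screen, cut at about 35% in these data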;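 also: plate controls were DMSO wells with enzyme for no effect and no-enzyme buffer wells for full effect; values of inactives mirror those of a sister screen read the other way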
NALP3 yeast inh: inhibitors of NALP3 inflammasome in yeast; Yeast reconstituted NLRP3/ASC/caspase-1, beta-gal luminescence, 24 h; inhibition, % at 10 µM; hit rate 0.39% among 330,000;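 active = inhibition of 50% or more; inactive = inhibition below 50%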;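 also: plate controls were induced DMSO wells for no effect and uninduced yeast grown without galactose for full effect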
mIAP inh: blocks mouse intestinal alkaline phosphatase; purified mouse IAP, CDP-Star luminescence, 30 min; inhibition, % at 10 µM; hit rate 0.2% among 330,000; AID 2806;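 active = inhibition of at least 40% at 10 µM in the primary screen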;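 also: plate controls were DMSO with enzyme for no effect and no enzyme wells for full effect; values of inactives mirror those of a sister screen read the other way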
ATG4B inhibitor: inhibitors of human ATG4B cysteine protease. inhibition, % at 8.33 µM. ATG4B cleavage of LC3-PLA2, NBD-HPC fluorescence, 1 h. hit rate 0.51% among 340,000. Q9Y4P1; in the data active = inhibition above about 40%
Target sequence (Q9Y4P1 whole entry, looked up): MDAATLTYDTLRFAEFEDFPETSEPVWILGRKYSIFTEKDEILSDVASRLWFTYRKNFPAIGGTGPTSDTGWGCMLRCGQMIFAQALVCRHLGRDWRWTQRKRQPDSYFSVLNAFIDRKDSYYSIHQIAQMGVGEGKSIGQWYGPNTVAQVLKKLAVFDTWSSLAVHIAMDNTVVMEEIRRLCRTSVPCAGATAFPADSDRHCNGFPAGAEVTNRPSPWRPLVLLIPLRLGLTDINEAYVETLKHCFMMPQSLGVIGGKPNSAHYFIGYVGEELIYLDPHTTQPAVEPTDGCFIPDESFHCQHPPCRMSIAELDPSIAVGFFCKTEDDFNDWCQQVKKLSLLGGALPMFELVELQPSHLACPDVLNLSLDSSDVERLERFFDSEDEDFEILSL
mIAP activ: mouse IAP activation; muIAP, CDP-Star luminescence, 30 min; active compounds read high; 1 = vehicle-only enzyme signal, 0 = enzyme-free wells; activation factor at 10 µM; hit rate 0.24% among 330,000; AID 2805;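 active = activation factor of at least 2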; also: the source names both 10 and 20 µM as test concentration; values of inactives mirror those of a sister screen read the other way
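System: mouse IAP enzyme. Reagent: CDP-Star chemiluminescent phosphatase substrate. Benchmarks: DMSO wells, no-enzyme wells. Times: 30 min enzyme-substrate-compound incubation at room temperature. Detection: luminescence from enzymatic CDP-Star hydrolysis. Doses: test compounds delivered from DMSO solution.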
tim10-1 inh: inhibits growth of tim10-1 mutant yeast | S. cerevisiae tim10-1 ts strain growth, BacTiter-Glo, 24 h | inhibition, % at 20 µM | hit rate 2.2% among 330,000;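 active = inhibition of at least 40%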;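 also: mutant grown at 25 °C; 0% = DMSO wells with yeast and 100% = wells holding no yeast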
An asterisk follows results filed as active; . = no result given.

SMILES	Apaf-1 inh	hIAP activ	TIM10 inh	hIAP block	NALP3 yeast inh	mIAP inh	ATG4B inhibitor	mIAP activ	tim10-1 inh
CC(=O)Nc1ccc(N(C(=O)c2cnccn2)C(C(=O)NC2CCCCC2)c2ccc(O)cc2)cc1 (centres undefined)	-9	0.92	20	8	6	1	-11	0.99	15
CCOC(=O)Cn1nc(/C=C/c2ccccc2)ccc1=O	7	1.1	11	-15	-26	-3	4	1	17
O=C(COc1ccc2c(-c3ccccc3)cc(=O)oc2c1)NCCN1CCOCC1	0	1.1	0	-12	5	3	-6	0.97	13
Cn1nc(-c2ccccc2)c(N2CCCCC2)cc1=O	-9	0.96	21	4	21	-5	-4	1.1	17
CCN(CC)S(=O)(=O)c1cccc(NC(=O)COc2ccc(Cl)cc2Br)c1	9	0.9	21	10	5	-36	-7	1.4	19
O=C1CCCC2=C1C(c1cccc(O)c1)c1c(ccc3ncccc13)N2 (centres undefined)	2	1	10	0	3	6	3	0.94	2
O=S(=O)(Nc1ccncc1)c1cc(Cl)ccc1Cl	-1	0.97	15	3	9	3	1	0.97	-12
COc1ccc(C(CC(=O)N2CCCC2)c2c(OC)cc(OC)c3c(-c4ccccc4)cc(=O)oc23)cc1 (centres undefined)	-7	0.82	-5	18	15	7	-8	0.93	2
O=C(Oc1ccccc1F)c1ccc2c(=O)n3c(nc2c1)CCC3	0	0.98	5	2	3	-2	-3	1	20
COc1cc(OC)c(OC)cc1CN1CCCC(C(=O)c2ccc3c(c2)OCO3)C1 (centres undefined)	-12	0.86	0	14	23	8	10	0.92	2
Cn1c(N2CCCC2)nc2c1c(=O)n(Cc1ccc(Cl)cc1)c(=O)n2C	20	1	56*	-2	74*	-2	-17	1	55*
COc1cc(OC)cc(C(=O)Nc2ccc3nc4n(c(=O)c3c2)CCCCC4)c1	2	1.2	2	-24	0	5	-15	0.95	31
O=C(CCN1CCN(c2ccccc2)CC1)NNC(=O)Cc1c(F)cccc1Cl	1	1	-7	-2	17	-3	-3	1	-7
Cc1ccc(CN2C3=NC(=O)CN3c3ccccc32)cc1	7	1	-5	0	14	-12	-9	1.1	13
CCCCn1nnc(NC(=O)COc2cc(C)ccc2C(C)C)n1	-1	1.3	23	-28	47	4	-5	0.96	26
C=CCN(CCNP(=O)(OCC)OCC)CP(=O)(OCC)OCC	-5	0.91	-5	9	23	9	11	0.91	-9
N#CCn1cnc2c(oc3ccccc32)c1=O	-1	0.94	5	6	9	0	0	1	-13
CC(NC(=O)c1cccs1)C(c1cccs1)N1CCN(Cc2ccccc2)CC1 (centres undefined)	-25	1.1	5	-5	12	-16	-10	1.2	5
Clc1ccc(Cn2ccc3ccccc32)cn1	11	1.1	-10	-6	15	-6	0	1.1	4
CC1CCC(NC(=O)C2CC(O)CN2S(=O)(=O)c2ccc([N+](=O)[O-])cc2)CC1 (centres undefined)	-5	0.91	-4	9	13	-4	-8	1	-12
CNc1ncc(-c2nnnn2-c2ccccc2)c(-c2ccccc2)n1	-9	1.2	15	-18	3	2	-8	0.97	10
CCN(CC)CCN(C(=O)c1ccc2c(c1)CCCC2)c1nc2ccc(C)cc2s1	51*	1.3	26	-30	24	3	-7	0.97	37
COC(=O)c1ccc(SC2CCCCC2)c([N+](=O)[O-])c1	9	1	-4	0	25	7	7	0.93	14
O=C(c1ccco1)N1CCN(S(=O)(=O)c2ccc(S(=O)(=O)NC3CCCCC3)cc2)CC1	-19	1	-2	-1	18	1	-6	0.99	-14
Cc1ccc(/C=C/C(=O)OC(C)C(=O)NC2CCCCC2C)o1 (centres undefined)	0	1	5	-2	23	-3	6	1	12
Cc1ccc(C(=O)N[C@H](C(=O)NC2CCCCCCC2)C(C)C)cc1	7	1.1	0	-9	-7	-7	3	1.1	2
Cc1ccc(CN2CCSc3ccc(C(=O)NC4CCCC4)cc32)cc1	5	1.3	5	-26	9	-22	-1	1.2	-2
CCCOc1cccc(OCC(=O)Nc2nc3ccccc3[nH]2)c1	20	1.4	-9	-37	25	11	-3	0.89	2
CC(=O)c1ccc(OCCOc2ccc([N+](=O)[O-])cc2)cc1	0	0.85	5	14	28	-2	0	1	18
Cc1sc2nc(CSc3ccccc3)nc(NCCN(C)C)c2c1C	12	1	1	-2	3	-4	6	1	2
Cc1cc(C)c2cc(CN(CCO)C(=O)Nc3ccc(Cl)cc3)c(=O)[nH]c2c1	15	0.99	37	1	18	-3	-10	1	29
O=C(NN1C(=O)C2C(c3ccccc3)C=CC(c3ccccc3)C2C1=O)c1ccccc1 (centres undefined)	24	1.2	13	-19	-22	-3	20	1	26
O=C1c2ccccc2C2=Nc3ccccc3SC(c3ccc(Cl)cc3)C12 (centres undefined)	19	1	15	-2	-16	15	5	0.85	19
CC(C)(C)S(=O)(=O)c1ccc(S(=O)(=O)C(C)(C)C)s1	-1	0.95	6	5	13	-2	.	1	-5
O=C(NCc1ccccc1)N1CCN(c2ccc(F)cc2)CC1	3	0.9	-15	10	-2	-3	5	1	6
COc1ccc(CC(NC(C)=O)C(=O)NC2CCN(C(=O)Nc3ccccc3C)CC2)cc1OC (centres undefined)	-6	1	8	-2	5	1	-7	0.99	-22
CCc1ccc(C2CC(c3ccccc3)Nc3nc(N)nn32)cc1 (centres undefined)	16	1.1	6	-9	6	0	-3	1	22
COc1ccc(-c2nnc3sc(-c4ccccc4OC)nn23)cc1	6	1.3	10	-29	2	0	-6	1	19
O=C(NC1CC1)c1cc(-c2ccc(Br)cc2)nc2ccccc12	-8	0.95	-13	5	25	8	3	0.92	3
CCc1ccccc1OCC(=O)Nc1cccc(S(=O)(=O)N2CCCC2)c1	24	1.2	15	-21	-6	-10	12	1.1	42*
O=C(NCCCCNC(=O)c1ccc(F)cc1)c1ccc(F)cc1	-5	0.94	-37	6	3	-1	-1	1	-31
O=C(O)COc1ccc(Oc2ccccc2)cc1	3	1	-2	-4	12	-3	4	1	-2
Cc1nc(C(F)(F)F)ccc1C(=O)NN1CCOCC1	-1	1	-11	-3	11	3	4	0.97	7
O=C(CSc1nc2cc(Cl)c(Cl)cc2[nH]1)c1ccc2c(c1)OCO2	-10	1.2	-13	-16	6	8	0	0.92	-14
NS(=O)(=O)c1cnccc1Nc1ccc(Cl)c(Cl)c1	2	0.98	9	2	8	8	-9	0.92	19
NC(=O)c1ccc(C(F)(F)F)n(Cc2c(Cl)cccc2Cl)c1=O	34	1	23	0	12	3	47*	0.97	21
Fc1cccc(/C=N/Nc2ncnc3nc[nH]c23)c1	7	2	-3	-97	15	-10	6	1.1	13
CCCNC(=O)c1cnc(Sc2ncc(C(F)(F)F)cc2Cl)n1C	-3	1.1	23	-9	7	7	-10	0.93	6
COc1ccc(C2=NS(=O)(=O)N(C)C(C(=O)Nc3ccc4c(c3)OCO4)=C2)cc1	3	1	18	-2	1	5	-10	0.95	18
O=C(Nc1ccccc1)Nc1nnc(-c2cccs2)s1	-7	1	-10	-2	-9	2	-1	0.98	9
Cc1ccc(S(=O)(=O)NNC(=O)Nc2cccc(C)c2C)c(C)c1	14	0.92	16	8	5	6	-8	0.94	10
Cc1nc(N)sc1Cc1ccc2c(c1)OCO2	-11	1.1	5	-10	21	11	-7	0.89	-13
NNC(=O)c1ccc(Cl)cc1Cl	-2	1.1	-9	-8	4	-17	-2	1.2	-17
CC(=O)Nc1ccccc1-c1nc2ccc(C(=O)N3CCN(c4cc(C)ccc4C)CC3)cc2[nH]c1=O	21	1.1	1	-8	16	7	-6	0.93	-14
CC[C@@H](C)[C@H](NC(=O)CNC(=O)Cc1c(C)c2c(cc(C)c3c(C)coc32)oc1=O)C(=O)O	5	0.91	10	9	-7	3	4	0.97	10
Cc1cc(C)c(S(=O)(=O)NCC(c2ccco2)N2CCc3ccccc3C2)c(C)c1 (centres undefined)	21	1.1	21	-13	7	-2	0	1	30
CN(C(=O)c1ccco1)c1nc(-c2ccc(Cl)cc2)cs1	-7	0.96	-12	4	33	2	-2	0.98	-16
CCOc1ccccc1NC(=O)CSc1nnc(-c2cnccn2)n1CC	-5	0.95	11	5	16	2	-3	0.98	23
COc1cccc(OC)c1C(=O)OCC(=O)NCCCc1ccccc1	2	1.1	3	-5	23	2	-9	0.98	-3
C#CCOC(=O)C(NC(=O)c1ccccc1)=C(C)C	-1	1.2	-14	-17	22	-8	-5	1.1	8
CCOc1ccc(N2C(=O)CN=C2Nc2ccccc2F)cc1	5	1	-9	-3	12	-13	-2	1.1	6
COCCN=C1NN=C(c2ccc(NC(C)=O)cc2)CS1	-19	0.93	1	7	11	14	0	0.86	1
O=C1C(=O)N(Cc2ccccc2)C(c2cccc(O)c2)/C1=C(\O)c1ccc2c(c1)OCCO2 (centres undefined)	4	1.1	-10	-12	8	6	-2	0.94	10

For reference, 15 of the compounds above.
SMILES	Apaf-1 inh	hIAP activ	TIM10 inh	hIAP block	NALP3 yeast inh	mIAP inh	ATG4B inhibitor	mIAP activ	tim10-1 inh
CCCNC(=O)c1cnc(Sc2ncc(C(F)(F)F)cc2Cl)n1C	-3	1.1	23	-9	7	7	-10	0.93	6
COc1ccc(C2=NS(=O)(=O)N(C)C(C(=O)Nc3ccc4c(c3)OCO4)=C2)cc1	3	1	18	-2	1	5	-10	0.95	18
O=C(Nc1ccccc1)Nc1nnc(-c2cccs2)s1	-7	1	-10	-2	-9	2	-1	0.98	9
Cc1ccc(S(=O)(=O)NNC(=O)Nc2cccc(C)c2C)c(C)c1	14	0.92	16	8	5	6	-8	0.94	10
Cc1nc(N)sc1Cc1ccc2c(c1)OCO2	-11	1.1	5	-10	21	11	-7	0.89	-13
NNC(=O)c1ccc(Cl)cc1Cl	-2	1.1	-9	-8	4	-17	-2	1.2	-17
CC(=O)Nc1ccccc1-c1nc2ccc(C(=O)N3CCN(c4cc(C)ccc4C)CC3)cc2[nH]c1=O	21	1.1	1	-8	16	7	-6	0.93	-14
CC[C@@H](C)[C@H](NC(=O)CNC(=O)Cc1c(C)c2c(cc(C)c3c(C)coc32)oc1=O)C(=O)O	5	0.91	10	9	-7	3	4	0.97	10
Cc1cc(C)c(S(=O)(=O)NCC(c2ccco2)N2CCc3ccccc3C2)c(C)c1 (centres undefined)	21	1.1	21	-13	7	-2	0	1	30
CN(C(=O)c1ccco1)c1nc(-c2ccc(Cl)cc2)cs1	-7	0.96	-12	4	33	2	-2	0.98	-16
CCOc1ccccc1NC(=O)CSc1nnc(-c2cnccn2)n1CC	-5	0.95	11	5	16	2	-3	0.98	23
COc1cccc(OC)c1C(=O)OCC(=O)NCCCc1ccccc1	2	1.1	3	-5	23	2	-9	0.98	-3
C#CCOC(=O)C(NC(=O)c1ccccc1)=C(C)C	-1	1.2	-14	-17	22	-8	-5	1.1	8
CCOc1ccc(N2C(=O)CN=C2Nc2ccccc2F)cc1	5	1	-9	-3	12	-13	-2	1.1	6
COCCN=C1NN=C(c2ccc(NC(C)=O)cc2)CS1	-19	0.93	1	7	11	14	0	0.86	1

From PubChem

An unsorted share of the library (roughly 4.5% active in at least one column).
